Screening results deposited in PubChem BioAssay by The Scripps Research Institute Molecular Screening Center.
TDP2 inh = TDP2 (human) inhibition, absorbance primary screen; recombinant TDP2, T5PNP hydrolysis, p-nitrophenol absorbance 415 nm; O95551; AID 720702; 370,000 tested, 0.34% active; inhibition, % at 12.8 µM;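 active = inhibition above the mean of all tested compounds plus 3 SD, set per campaign, cut at about 25% in these data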;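 note: 0% = DMSO with enzyme and 100% = buffer with substrate but no TDP2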
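Assay system: recombinant human TDP2 / Reagent: T5PNP substrate at 5 mM, a TopII-DNA adduct mimic / Measured by: epi absorbance from released p-nitrophenol / Evaluation: % inhibition relative to enzyme-containing and enzyme-free wells / Control set: enzyme-free and DMSO wells / Replicates: each compound tested once, singlicate / Schedule: enzyme reaction with compound for 2 h at 37 °C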
PLC-beta3 inh = inhibitors of human phospholipase C beta3. AID 720704. inhibition, % at 12.2 µM. Purified PLC-beta3, fluorogenic substrate, fluorescence. Q01970. 370,000 tested, 0.18% active; in the data active = inhibition above about 11%;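 note: 0% = median of compound wells on plate and 100% = full blocker control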
ADAM17 inh = inhibitors of human ADAM17. P78536. AID 720648. recombinant ADAM17, EDANS/DABCYL FRET peptide cleavage. inhibition, % at 6.95 µM. 370,000 tested, 0.83% active;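 active = inhibition above the mean of compounds lying between control limits plus 3 SD, set per campaign, cut at about 8.5% in these data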;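 note: 0% = DMSO-only wells as the low control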
ASAP1 GAP inh = ASAP1 ArfGAP inhibition. Q9ULH1. ASAP1-stimulated ARF1 GTP hydrolysis, GDP FP detection. inhibition, % at 16.5 µM. 360,000 tested, 0.19% active; in the data active = inhibition above about 25%;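 note: 0% = vehicle with enzyme and substrate and 100% = no enzyme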
Tn6 DDE FP = DD(E)-Tn6 binding inhibition, primary FP screen; P02675; Fibrin DD(E) TRITC-Tn6 fluorescence polarization displacement; inhibition, % at 8.3 µM; 370,000 tested, 0.21% active;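 active = inhibition above a per-campaign cutoff: mean of compounds within control limits plus 3 SD, cut at about 15% in these data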;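 note: 0% = median of all compound wells on the plate and 100% = blocking peptide control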
Target sequence (P02675 whole entry, looked up): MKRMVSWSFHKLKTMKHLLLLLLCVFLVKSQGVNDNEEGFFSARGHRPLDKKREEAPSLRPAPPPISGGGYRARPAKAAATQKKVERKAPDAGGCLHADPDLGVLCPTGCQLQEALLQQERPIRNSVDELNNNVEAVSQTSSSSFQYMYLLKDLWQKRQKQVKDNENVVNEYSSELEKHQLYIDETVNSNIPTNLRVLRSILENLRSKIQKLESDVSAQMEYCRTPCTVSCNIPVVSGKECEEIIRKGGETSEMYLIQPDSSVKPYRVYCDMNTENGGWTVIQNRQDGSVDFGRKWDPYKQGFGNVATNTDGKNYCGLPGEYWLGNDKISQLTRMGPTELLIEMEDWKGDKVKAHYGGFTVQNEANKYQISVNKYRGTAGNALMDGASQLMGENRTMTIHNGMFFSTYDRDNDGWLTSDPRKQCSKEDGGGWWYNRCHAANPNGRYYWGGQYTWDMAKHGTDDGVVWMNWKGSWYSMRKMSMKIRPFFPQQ
ADAM10 inh = inhibitors of human ADAM10. O14672. recombinant ADAM10, EDANS/DABCYL FRET peptide cleavage, 3 h. inhibition, % at 7 µM. 370,000 tested, 0.62% active. AID 720582;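 active = inhibition above a per-campaign cutoff equal to the mean of compounds falling between control-based bounds plus 3 SD, cut at about 20% in these data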;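 note: 0% = DMSO wells while the 100% control is not disclosed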
PLC-gamma1 inh = PLC-gamma1 (human) inhibition, primary screen | P19174 | purified PLC-gamma1, fluorogenic substrate, fluorescence | inhibition, % at 12.2 µM | 370,000 tested, 0.84% active; in the data active = inhibition above about 9.5%
SIAE inh = inhibitors of human sialic acid acetylesterase SIAE. Q9HAT2. SIAE FP-Rh probe binding, fluorescence polarization. inhibition, % at 9.66 µM. 370,000 tested, 0.69% active. AID 1053197;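 active = inhibition above a cutoff: mean of compounds within the control limits plus 3 SD of those, cut at about 17% in these data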;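 note: 0% = plate median of compound wells and 100% = probe without SIAE protein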
ARFGAP1 inh = inhibits rat ARF GTPase activating protein 1; 360,000 tested, 0.26% active; AID 651572; Arfgap1-stimulated ARF1 GTP hydrolysis, GDP FP detection; inhibition, % at 16.5 µM; Q62848;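 active = inhibition above a per-plate limit, mean inhibition of low control wells plus 3 SD, cut at about 25% in these data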;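 note: 0% = DMSO wells with enzyme and 100% = wells lacking Arfgap1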
Target sequence (Q62848 1-136 limits assumed): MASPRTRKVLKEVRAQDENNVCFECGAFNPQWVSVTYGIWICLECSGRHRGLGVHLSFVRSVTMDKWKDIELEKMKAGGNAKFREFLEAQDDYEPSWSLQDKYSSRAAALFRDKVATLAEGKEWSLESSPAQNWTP
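system = rat Arfgap1 catalytic domain, aa 1-136 | technique = FP, GDP Alexa 633 tracer displaced from anti-GDP antibody, 620/688 nm | compound = one concentration, 16.5 µM, DMSO 1.26% | medium = HEPES-based buffer, pH 7.5 | timing = compound-enzyme preincubation 20 min, reaction 120 min, detection 60 min, 25 °C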
DDE Tn7 FP inh = disrupts Tn7 cyclic peptide binding to fibrin D-Dimer-E complex | 370,000 tested, 0.13% active | FP displacement of FITC-Tn7 peptide from fibrin DD(E); 0% = median of compound wells per plate | P02675 | inhibition, % at 8.3 µM;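 active = inhibition above the mean of compounds falling within the control limits plus 3 SD of them, cut at about 14% in these data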;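 note: 0% = plate median of compound wells and 100% = 10 µM Aha-Tn7 peptide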
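Test system – human fibrin DD(E) · Times – 10 min preincubation, 3 h with tracer, room temperature · Detection – fluorescence polarization of the labelled Tn7 tracer · Measure – percent inhibition normalized to high-control wells · Benchmarks – high control wells with 10 µM unlabelled Aha-Tn7 peptide (full inhibition) · Repeats – singlicate testing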
An asterisk follows results filed as active; . = no result given.

The line under a structure holds: TDP2 inh, PLC-beta3 inh, ADAM17 inh, ASAP1 GAP inh, Tn6 DDE FP, ADAM10 inh, PLC-gamma1 inh, SIAE inh, ARFGAP1 inh, DDE Tn7 FP inh
COc1ccc(S(=O)(=O)N2CCCCC2)cc1NC(=O)c1cncc(Br)c1
    -9, 1, 0, 14, -1, -1, 2, -7, 0, -1
O=S(=O)(c1cccc(-c2cn3cc(Cl)ccc3n2)c1)N1CCOCC1
    5, -2, -6, 10, 3, -23, -1, -5, 7, 0
Cc1nc2ccc(S(=O)(=O)NCC(=O)NCc3ccc(Cl)cc3)cc2s1
    7, -6, 0, 12, 5, -6, 0, -4, -6, 5
CC(C)CCN1CCC[C@]2(N[C@H](c3ccc(C(F)(F)F)cc3)[C@@H]3C(=O)N(Cc4ccccc4)C(=O)[C@@H]32)C1=O
    -8, 3, 1, -3, 3, -4, 0, -3, -6, -1
CCCCN1C(=O)C(=O)N(CC(=O)Nc2sc(CC)cc2C(=O)OCC)C1=O
    2, -5, 2, 4, -6, -2, 1, 11, 8, 9
CCOC(=O)C1CCN(S(=O)(=O)c2cc(Br)cc3c2N(C(C)=O)C(C)C3)CC1 (stereo not drawn)
    -5, 5, 2, -15, 2, 1, 5, -1, -10, -10
COc1ccc(-n2c3c(cc(C(=O)NNc4ccccc4)c2=O)C(=O)CC(C)(C)C3)cc1
    1, -1, 0, 2, 1, 1, 0, 1, -9, -1
Cc1ccccc1NS(=O)(=O)c1ccc(C(=O)OCC(=O)NCC(C)C)cc1
    2, -1, -4, -2, -9, -2, -1, 2, -5, 6
COc1cc(S(=O)(=O)NCC2CCCO2)ccc1Br (stereo not drawn)
    -1, 5, -1, 10, 1, 7, 4, 6, 6, 1
CCC/C=C/c1ccc(CN2C(CC(C)C)C(=O)N(Cc3cn(Cc4ccco4)nn3)CCS2(=O)=O)cc1 (stereo not drawn)
    -3, -2, 3, -16, -3, -1, -2, -6, -8, 5
Cc1cc(C)c(NC(=O)CSc2nc(COc3ccccc3)nc3ccccc23)c(C)c1
    -1, 5, -1, 1, -3, 10, -2, 16, 7, -2
CC(=O)c1cc2c(cc1NC(=O)CN1CCN(c3ccc(F)cc3)CC1)OCO2
    1, -4, -10, 0, -9, -15, 1, -6, 7, 3
NC(=O)C1CCN(S(=O)(=O)c2ccc3c(c2)OCCO3)CC1
    7, -6, -4, -2, 2, -6, 2, 0, 13, -8
CC(=O)Nc1ccc(CN2C(=O)C(C)ON=C2c2ccccc2-c2ccco2)cc1 (stereo not drawn)
    6, -8, -2, -5, 3, -14, -7, -5, -7, -1
O=C(COC(=O)c1ccccc1O)Nc1cc(S(=O)(=O)N2CCCCCC2)ccc1Cl
    3, -9, 1, -13, -12, 1, -1, 4, 3, 0
CCOC(=O)Cc1csc2nc3sc(C)c(C)c3c(=O)n12
    -8, -6, -4, -3, 5, -15, -6, -2, -2, 2
COc1cc(/C=C/C(=O)N2CCN(CC(O)COc3ccccc3)CC2)cc(OC)c1OC (stereo not drawn)
    -8, -29, -20, -4, -2, -56, -21, 1, 10, -3
Cc1ccc(SCC2(O)CCN(S(=O)(=O)c3ccc(Cl)cc3)CC2)cc1
    -18, 7, 17*, 9, -7, 29*, 8, -10, 4, -2
Cc1ccc(-c2nnc(-c3ccc4c(c3)OCO4)o2)cc1
    -8, -15, -14, 6, 4, -45, -15, -6, 3, -6
CCCCN(C(=O)Cn1nnc2ccccc21)C(C(=O)NCc1ccco1)c1ccncc1 (stereo not drawn)
    3, 1, -5, -1, -7, -3, -5, 0, 0, -1
O=C(CSc1ccccc1)Nc1ccc(C(=O)Nc2cccc(O)c2)cc1
    0, 0, -1, 10, -4, 5, 2, -6, 5, -1
Cc1ccccc1CSc1nnc(-c2cccnc2)n1N
    11, 1, -2, -17, -3, -4, 0, 6, -14, -5
COc1ccccc1Nc1nc2nonc2nc1N1CCCCC1C (stereo not drawn)
    8, -3, -4, 5, -4, -8, -2, 6, 1, 6
O=C(Cc1ccccc1F)Nc1nnc(-c2cccnc2)s1
    -4, -2, 1, ., 4, -1, -2, 2, ., -4
Nc1nc(CN2CCN(c3ccccc3F)CC2)nc(Nc2ccccc2)n1
    -15, 1, 2, 4, -2, 0, 4, -6, 1, -7
O=C(NCc1ccc(F)cc1)C1CCN(S(=O)(=O)c2ccc(N3CCCC3=O)cc2)CC1
    6, -7, -2, -13, 2, -10, 0, 2, 1, 6
Cc1c(C(=O)NCc2cccc([N+](=O)[O-])c2)sc(=O)n1Cc1ccccc1F
    3, 2, 0, 5, -3, -10, 0, 2, 8, 0
O=C1CCCC2=C1C1(CCCC1)N=C(Nc1nc3cc(Br)ccc3o1)N2
    0, -27, -5, ., -3, -5, -17, -4, ., 7
CCOC(=O)CSc1nnc(CNC(=O)c2ccco2)n1C
    -12, 3, 3, -4, -4, 2, 3, 9, 2, 6
CCc1c(C)sc2nc3c(C(=O)N4CCOCC4)cc(C(=O)c4cc(F)ccc4O)cn3c(=O)c12
    11, -2, 0, -6, 8, 6, -3, -21, 1, -1

The list goes on, starting with the last five of the part before.
The line under a structure holds: TDP2 inh, PLC-beta3 inh, ADAM17 inh, ASAP1 GAP inh, Tn6 DDE FP, ADAM10 inh, PLC-gamma1 inh, SIAE inh, ARFGAP1 inh, DDE Tn7 FP inh
O=C(NCc1ccc(F)cc1)C1CCN(S(=O)(=O)c2ccc(N3CCCC3=O)cc2)CC1
    6, -7, -2, -13, 2, -10, 0, 2, 1, 6
Cc1c(C(=O)NCc2cccc([N+](=O)[O-])c2)sc(=O)n1Cc1ccccc1F
    3, 2, 0, 5, -3, -10, 0, 2, 8, 0
O=C1CCCC2=C1C1(CCCC1)N=C(Nc1nc3cc(Br)ccc3o1)N2
    0, -27, -5, ., -3, -5, -17, -4, ., 7
CCOC(=O)CSc1nnc(CNC(=O)c2ccco2)n1C
    -12, 3, 3, -4, -4, 2, 3, 9, 2, 6
CCc1c(C)sc2nc3c(C(=O)N4CCOCC4)cc(C(=O)c4cc(F)ccc4O)cn3c(=O)c12
    11, -2, 0, -6, 8, 6, -3, -21, 1, -1
CO/N=C/CC(=O)c1ccc(OC)cc1
    -1, -8, -2, -10, 0, -1, -9, 10, -3, 3
CC(=O)Nc1ccc(S(=O)(=O)NCC(=O)OCC(=O)N2CC(C)OC(C)C2)cc1 (stereo not drawn)
    -9, -5, -5, -5, -1, -5, -1, -5, 1, 2
O=C(NCc1cc(C(F)(F)F)cc(C(F)(F)F)c1)C1CC(c2ccccc2C(F)(F)F)=NO1 (stereo not drawn)
    -5, -2, 17*, 15, 4, 31*, -3, -7, -3, -6
O=S(=O)(NCCCCCNS(=O)(=O)c1ccc(F)cc1)c1ccc(F)cc1
    9, -4, -4, 9, 1, -4, -2, 5, 5, 5
Oc1ccc(Cl)cc1-c1cc(-c2cccc(Br)c2)n[nH]1
    -9, 3, 10*, 28*, -8, 25*, 7, -26, 20, -7
Cc1ccccc1/C=N/NC(=O)Cn1nnc(N)n1
    5, -2, -1, 1, -11, -9, -4, -4, 9, -3
Cc1nn(C(=O)c2c(-c3ccccc3)noc2C)c(C)c1N=Nc1cc(C(F)(F)F)cc(C(F)(F)F)c1
    4, -3, -3, -8, 0, 2, -1, -1, -3, -2
CC(C)CNC(=O)C(=O)NCc1ccccn1
    -1, 2, -2, -2, 6, 0, 2, 0, -1, 3
